AmpC inh no detg: inhibitors of E. coli AmpC beta-lactamase without detergent; P00811; AmpC nitrocefin hydrolysis, absorbance 480 nm, 0.0001% Triton; Potency, µM (top dose mostly 57.1 µM), without a hit: at the top dose activity change, negative = inhibition, actives largely listed as inhibitors; 330,000 tested, 0.52% active;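 further: potency means the concentration at half of the fitted maximal effect; plate controls were no compound for no effect and no enzyme for full effect; nearly all actives have a fitted effect of over 20% in size; some results filed as inactive show a strong effect at the top dose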
Target sequence (P00811 whole entry, looked up): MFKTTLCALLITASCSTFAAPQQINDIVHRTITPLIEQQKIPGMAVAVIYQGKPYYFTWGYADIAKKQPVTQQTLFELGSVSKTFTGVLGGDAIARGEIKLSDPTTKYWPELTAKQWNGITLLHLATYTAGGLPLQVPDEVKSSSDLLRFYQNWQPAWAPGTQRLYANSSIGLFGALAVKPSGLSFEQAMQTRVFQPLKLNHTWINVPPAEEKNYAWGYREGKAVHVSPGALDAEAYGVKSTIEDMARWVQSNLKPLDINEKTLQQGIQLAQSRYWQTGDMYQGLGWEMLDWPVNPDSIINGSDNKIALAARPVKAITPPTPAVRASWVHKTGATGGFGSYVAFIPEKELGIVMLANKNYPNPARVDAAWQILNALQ
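20 mM phosphate pH 7.0 + 0.01% (detergent screen) or 0.0001% Triton X-100; 5.3 nM AmpC reagent; cpd preinc 15 min RT; nitrocefin (800 uM stock) to start; A480 q20 s × 4 min; Activity was normalised to no-enzyme and no-compound control wells.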
Tb PYK inh: blocks Trypanosoma brucei pyruvate kinase; 410,000 tested, 0.12% active; Potency, µM (highest dose often 76.8 µM), for inactives: at the top dose activity, negative = inhibition, actives largely listed as inhibitors; TbPYK enzyme, Kinase-Glo Plus ATP luminescence, 45 min; AID 624173; further: potency means the concentration at half of the fitted maximal effect; on the % scale 0 is the no-effect control and ±100 the full control effect; nearly all actives have a fitted effect of over 50% in size
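TbPYK + substrate in 50 mM TEA pH 7.2, 100 mM KCl, 10 mM MgCl2, 0.05% BSA, 0.01% Tween-20; cpd pinned; ADP 130 uM final; 45 min RT; Kinase-Glo Plus 10 min; luminescence endpoint.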
Cycloheximide cs: counter-screen hit for Shiga toxin inhibitors, cycloheximide. 300,000 tested, 12% active. cell reporter, cycloheximide protein synthesis inhibition counterscreen. max response, %; in the data active means max response mostly above about 13%, no sharp cut-off; inactive means mostly below about 14%; further: read at 38.3 µM for the half of the compounds with a filed dose; 0% is about no effect
LmPK inhibitor: inhibitors of Leishmania mexicana pyruvate kinase | 290,000 tested, 0.37% active | purified LmPK, Kinase-Glo ATP luminescence, 1 h | AID 1721 | Potency, µM (doses to about 57.5 µM), inactives show at the top dose activity change, negative = inhibition, actives largely listed as inhibitors; further: potency means the concentration at half of the fitted maximal effect; on the % scale 0 is the no-effect control and ±100 the full control effect
Target sequence (Q27686 whole entry, looked up): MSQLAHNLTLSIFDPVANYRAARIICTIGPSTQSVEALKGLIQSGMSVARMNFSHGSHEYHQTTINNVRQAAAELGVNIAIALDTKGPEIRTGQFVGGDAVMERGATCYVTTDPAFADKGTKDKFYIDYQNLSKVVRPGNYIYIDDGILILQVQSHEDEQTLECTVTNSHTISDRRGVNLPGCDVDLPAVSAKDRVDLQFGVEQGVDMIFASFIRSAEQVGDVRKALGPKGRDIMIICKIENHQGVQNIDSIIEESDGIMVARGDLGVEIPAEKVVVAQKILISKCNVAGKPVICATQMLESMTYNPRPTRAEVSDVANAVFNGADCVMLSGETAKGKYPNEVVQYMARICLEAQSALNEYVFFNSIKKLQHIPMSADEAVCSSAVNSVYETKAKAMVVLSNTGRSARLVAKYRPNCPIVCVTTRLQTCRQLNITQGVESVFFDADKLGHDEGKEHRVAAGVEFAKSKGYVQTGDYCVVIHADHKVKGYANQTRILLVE
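Pyruvate kinase activity monitored as ATP production (luciferase luminescence). Conditions: 0.1 nM enzyme, 0.5 mM PEP, 0.1 mM ADP, 1 h, RT; normalized against uninhibited and no-enzyme wells.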
Shiga inhibitor: Shiga toxin inhibition | Vero cells, Shiga toxin protein synthesis inhibition reporter | AID 2315 | inhibition, % at 38.7 µM | 290,000 tested, 9.2% active; in the data active means inhibition mostly above about 28%, no sharp cut-off; inactive means mostly below about 43%; further: 0% is about no effect
Pf growth 96h: inhibits malaria parasite growth, 96 h; P. falciparum luciferase reporter growth, 96 h; 320,000 tested, 6.9% active; Potency, µM (highest dose often 28.7 µM), for inactives: top-dose activity change, negative = inhibition, hits mostly inhibitors; further: potency means the concentration at half of the fitted maximal effect; on the % scale 0 is the no-effect control and ±100 the full control effect
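Compounds incubated with erythrocytes infected by luciferase-expressing P. falciparum (2% hematocrit, 0.05% parasitemia final) for 96 hours, 37 C in 5% CO2. Growth inhibition scored as decreased luciferase luminescence.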
Pf growth 48h: inhibits P. falciparum growth in the first generation, 48 h; AID 504832; 310,000 tested, 5.9% active; Potency, µM (doses to about 28.7 µM), inactives show top-dose activity change, negative = inhibition, actives largely listed as inhibitors; P. falciparum luciferase growth in erythrocytes, 48 h; further: potency means the concentration at half of the fitted maximal effect; on the % scale 0 is the no-effect control and ±100 the full control effect
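Parasite viability was followed by luminescence of a genomically integrated firefly luciferase. Cultures held 0.1% parasitemia at 2% hematocrit (final), incubated under 5% CO2 at 37 C.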
Active calls of the source: *; i = inactive; u = inconclusive; x = no result given; & = joins results of further samples; [ ] = dose if it differs, or a comment. Unless noted, the call rests on the fitted dose curve; in most records, active means well fitted curve in the direction sought with a large enough effect; inconclusive means small, poorly fitted or top-dose-only effect, or another doubt; inactive means no such curve, though single readings can be large; an effect the other way counts as inactive or inconclusive.

SMILES | AmpC inh no detg | Tb PYK inh | Cycloheximide cs | LmPK inhibitor | Shiga inhibitor | Pf growth 96h | Pf growth 48h
O=C(/C=C/c1ccccc1)NC(=S)NNC(=O)Cc1cccs1 | -18% | -2% | 9 | 4% | 13 | 3% | -70%
CCc1ccc(S(=O)(=O)Nc2ccc(O)c3ccccc23)cc1 | -38% | -2% | -3 | u | -3 | 8% | 9.3µM*
Cc1ccc(CNC(=O)CCC(=O)c2cccs2)cc1 | -15% | x | -2 | 1% | -2 | 21% | x
Cc1noc(C)c1C(=O)OCC(=O)NC(c1ccccc1)c1ccccc1 | -24% | 3% | -3 | 5% | 21 | u | -4%
Cc1ccc(NC(=O)Cn2sc3nc(C)cc(C)c3c2=O)c(Cl)c1 | -41% | 2.5µM* | -1 | -18% | 8 | 8% | 4%
CCOc1cccc(CN(CC)CC2CCCN(CCc3cccc(OC)c3)C2)c1O (stereo not drawn) | 64%[activator] | -3% | 1 | 6% | x | -5% | u
CN(NS(=O)(=O)c1ccc(Cl)cc1)c1ncc(C(F)(F)F)cc1Cl | 23% | -5% | 6 | -10% | -2 | -8% | 10%
CCOC(=O)c1ccc(S(=O)(=O)Nc2nc3cc(S(=O)(=O)NC4=NCCCCC4)ccc3s2)cc1 | -51% | -12% | -2 | 2% | -5 | 13µM* | -1%
CCc1ccc2[nH]c3nc(SCc4nnc(-c5ccc(C)cc5)o4)nnc3c2c1 | -17% | 4% | -4 | -1% | 13 | u | 7%
O=C(NCCc1ccc(Cl)cc1)C1CCC(CNc2c(N3CCCCC3)c(=O)c2=O)CC1 (stereo not drawn) | 5% | -2% | -1 | -2% | -8 | -99% | u
Cc1cc(C(=O)N2CCN(C/C=C/c3ccccc3)CC2)cs1 | 127%[activator] | -2% | 15 | 0% | 21 | x | -8%
N#CC1=C(N)Oc2cc(N)ccc2C1c1cccc(Br)c1 (stereo not drawn) | -23% | -3% | -1 | -1% | -9 | 119%[activator] | -18%
Cc1ccc(-c2nn3c(C)nnc3s2)cc1NC(=O)c1ccc(-c2cccc(Cl)c2)o1 | 96%[activator] | -1% | 0 | 9% | -7 | u | x
CN(C(=O)COc1ccccc1)c1nnc(-c2cccnc2)s1 | 3% | -1% | 13 | 2% | 14 | 74%[activator] | 15%
CCOC(=O)c1cc(NC(=O)SCC(=O)O)c(C)nc1C | -11% | 2% | 1 | 0% | -9 | 7.4µM* | 16%

11 entries already listed, arranged by length of the SMILES, rising:
SMILES | AmpC inh no detg | Tb PYK inh | Cycloheximide cs | LmPK inhibitor | Shiga inhibitor | Pf growth 96h | Pf growth 48h
Cc1ccc(CNC(=O)CCC(=O)c2cccs2)cc1 | -15% | x | -2 | 1% | -2 | 21% | x
N#CC1=C(N)Oc2cc(N)ccc2C1c1cccc(Br)c1 (stereo not drawn) | -23% | -3% | -1 | -1% | -9 | 119%[activator] | -18%
CN(C(=O)COc1ccccc1)c1nnc(-c2cccnc2)s1 | 3% | -1% | 13 | 2% | 14 | 74%[activator] | 15%
O=C(/C=C/c1ccccc1)NC(=S)NNC(=O)Cc1cccs1 | -18% | -2% | 9 | 4% | 13 | 3% | -70%
Cc1noc(C)c1C(=O)OCC(=O)NC(c1ccccc1)c1ccccc1 | -24% | 3% | -3 | 5% | 21 | u | -4%
CCOc1cccc(CN(CC)CC2CCCN(CCc3cccc(OC)c3)C2)c1O (stereo not drawn) | 64%[activator] | -3% | 1 | 6% | x | -5% | u
CN(NS(=O)(=O)c1ccc(Cl)cc1)c1ncc(C(F)(F)F)cc1Cl | 23% | -5% | 6 | -10% | -2 | -8% | 10%
CCc1ccc2[nH]c3nc(SCc4nnc(-c5ccc(C)cc5)o4)nnc3c2c1 | -17% | 4% | -4 | -1% | 13 | u | 7%
O=C(NCCc1ccc(Cl)cc1)C1CCC(CNc2c(N3CCCCC3)c(=O)c2=O)CC1 (stereo not drawn) | 5% | -2% | -1 | -2% | -8 | -99% | u
Cc1ccc(-c2nn3c(C)nnc3s2)cc1NC(=O)c1ccc(-c2cccc(Cl)c2)o1 | 96%[activator] | -1% | 0 | 9% | -7 | u | x
CCOC(=O)c1ccc(S(=O)(=O)Nc2nc3cc(S(=O)(=O)NC4=NCCCCC4)ccc3s2)cc1 | -51% | -12% | -2 | 2% | -5 | 13µM* | -1%

(next part)
SMILES | AmpC inh no detg | Tb PYK inh | Cycloheximide cs | LmPK inhibitor | Shiga inhibitor | Pf growth 96h | Pf growth 48h
COc1cc(C(=O)N2CCOCC2)cc(OC)c1OC | x | 2%&0% | -6 | x | 2 | 0%&19% | -2%&-3%
Cn1c(CNC(=O)c2ccc3c(c2)OCO3)nnc1SCC(=O)Nc1ccc(F)cc1F | 1% | 1% | 2 | 3% | -2 | -10% | 7%
C[C@@H](C(=O)N1CCN(Cc2ccc3c(c2)OCO3)CC1)n1nnc2ccccc2c1=O | 30% | 3% | -4 | 5% | 1 | 18% | -7%
Cc1ccc(N(CC(=O)NC2CC3CCC2C3)S(C)(=O)=O)cc1C (stereo not drawn) | 33% | 3% | 0 | 10% | 10 | 22% | x
CC[C@H](C)[C@H](NC(=O)c1ccc(Cl)cc1)C(=O)OCC(=O)c1ccc2c(c1)NC(=O)CO2 | -19% | -8% | -9 | 2% | -31 | 5% | x
COc1ccc(S(=O)(=O)Nc2ccc(F)cc2)c(C)c1C | -25% | 5% | 2 | 2% | 21 | -27% | 0%
CCOC(=O)c1ccc(NC(=O)c2sc3nc4n(c(=O)c3c2C)CCC4)cc1 | 128%[activator] | -4%&-5% | 2 | 8% | 10 | 15µM* | u
CC(=O)Nc1ccc(S(=O)(=O)NCCC(=O)NCCc2ccc(F)cc2)cc1 | -14% | -2% | -4 | -4% | 23 | u | -16%
COc1ccc(Nc2nc(NCc3ccco3)nc(N/N=C/c3ccc(O)cc3)n2)cc1 | -15% | -4% | 16* | 0% | 70* | 16% | u
CCc1nn2c(N(C)CCO)cc(C)nc2c1-c1ccc(F)cc1 | 72%[activator] | -8% | 1 | 4% | -2 | u | -17%
Cc1ccc(-c2nnc(Nc3ccc4c(c3)OCO4)c3ccccc23)cc1S(=O)(=O)NC(C)C | -16% | -1% | -2 | 2% | -8 | u | 2.9µM*
Cn1c(Oc2ccccc2)c(C=O)c2ccccc21 | -17% | 4% | 0 | 2% | -8 | u | u
O=C(/C=C/c1cccc([N+](=O)[O-])c1)NCc1ccccc1 | -38% | -4% | 6 | 2% | -10 | 23% | u
Cc1noc(C)c1CSCC(=O)N(C)CC(=O)Nc1ccc(F)cc1 | 6% | -4% | x | x | x | 5% | 2%
CCCCOc1ccc(C(=O)Nc2ccc(N3CCN(C)CC3)cc2)cc1 | -15% | -16% | -2 | 7% | -14 | 0% | u
CCN(CC)S(=O)(=O)c1ccc2c(c1)nc(CCC(=O)OCC(=O)Nc1cc(OC)cc(OC)c1)n2C | 62%[activator] | -1% | 0 | 0% | -5 | u | -4%
COC(=O)C1=C(c2cccc(C#N)c2)C[C@@H]2CC[C@H]1N2C(=O)NCCc1ccccc1 | 16% | u | x | x | x | u | u
COc1ccc(O[C@@H]2O[C@H](COC(C)=O)[C@@H](OC(C)=O)[C@H](OC(C)=O)[C@H]2NC(C)=O)cc1 | -7% | -2% | -1 | 0% | -2 | 12% | 5%
Cc1ccc(-n2cccc2C(=O)NS(=O)(=O)c2ccc(C)cc2)cc1 | -37% | -2% | 2 | 3% | 10 | 46%[activator] | 11%
Nc1cc(S(=O)(=O)N2CCOCC2)ccc1Oc1cccc(Br)c1 | -8% | -13% | x | x | x | 20% | 5%
Cc1c(NC(=O)C(C)NCC2CCCO2)c(=O)n(-c2ccccc2)n1C (stereo not drawn) | -11% | 0% | 7 | 4% | -6 | u | 14%
Cc1cc2nc(-c3ccc4c(c3)CCC4)ccn2n1 | -7% | 10% | 20* | -5% | 46* | 42%[activator] | 69%[activator]
CCOC(=O)C1(CCCc2ccccc2)CCN(C(=O)CCC2=NNC(=O)CC2)CC1 | 195%[activator] | 3% | 2 | 9% | 6 | 6% | -27%
Nc1nc(Nc2ccccc2F)nc(NCc2ccco2)c1[N+](=O)[O-] | -22% | 0% | 39* | 3% | 49* | u | -19%
Cc1c2cnn(-c3ccccc3)c(=O)c2c(C)n1CCCC(=O)N1CCN(c2ncccn2)CC1 | 88%[activator] | 4% | -1 | 9% | 15 | u | u
Cc1nc(S(=O)(=O)Cc2ccc(Cl)cc2)nc2c1CCC2 | 3% | -2% | -6 | 6% | -5 | 5% | 9%
COc1ccccc1Cn1c(=S)[nH]c2ccc(Br)cc2c1=O | -20% | -7% | -6 | -3% | -13 | 3% | -14%
COc1ccccc1-c1nnc2sc(COc3ccc(Cl)cc3)nn12 | 18% | -1% | 1 | 1% | -11 | u | u
O=C(NCCCc1ccccc1)c1ccncc1 | -18% | 0% | 9 | -1% | -9 | x | 17%
Cc1coc2c1c(C)cc1oc(=O)c(CC(=O)NCC(=O)NCC(=O)O)c(C)c12 | -1% | -1% | -2 | -4% | 4 | u | -2%
CCOc1ccc2nc(-c3ccccc3)nc(SCC(=O)OC)c2c1 | -6% | 4% | -4 | 7% | x | -40% | u
CCc1c(C)[nH]c(=S)c(C#N)c1C | -21% | u | -3 | 26% | -14 | 3.3µM* | -6%
C/C(N)=C(/C#N)C(=O)CSc1nc2cc(Cl)ccc2c(=O)n1Cc1ccco1 | -43% | -2% | 9 | 2% | 6 | 0% | 0%
Cc1csc(Sc2nc3c(c(=O)[nH]c(=O)n3C)n2Cc2ccccc2Cl)n1 | -4% | 6% | 1 | 8% | 10 | -9% | -19%
Cc1ccc(O)c(-c2cc(C(=O)Nc3c(C)n(C)n(-c4ccccc4)c3=O)[nH]n2)c1 | -57% | -6% | -2 | -3% | 12 | 18% | 23%
CC1(c2ccccc2Cl)NC(=O)N(CC(=O)NCc2ccco2)C1=O (stereo not drawn) | -17% | 2% | 6 | -3% | -6 | 24% | i
COc1ccc(S(=O)(=O)N2CCN(C(=O)c3cccnc3)CC2)cc1OC | -11% | 1% | 1 | -9% | x | u | -18%
CN(C)S(=O)(=O)N(CC(=O)Nc1ccccc1F)c1ccccc1 | -21% | 1% | -2 | -3% | 2 | u | -7%
COc1ccc(Nc2ccccc2N)cc1 | -23% | 2% | 28 | 2% | 44* | u | u
O=C(CCSc1nc(-c2ccco2)cc(C(F)(F)F)n1)N1CCN(c2ccccc2)CC1 | 121%[activator] | -8% | 1 | -1% | -5 | x | u
COc1ccc(/C=N/NC(=O)c2ccc3nc[nH]c3c2)cc1OC | -30% | 1% | 1 | 2% | 1 | 135%[activator] | -9%
Cc1occc1C(=O)N1CCCC(CO)(Cc2ccc(F)cc2F)C1 (stereo not drawn) | 52% | -6% | -2 | -7% | -15 | 23% | 12%
